Pf Dd2 inh: inhibitors of Plasmodium falciparum Dd2 growth | P. falciparum Dd2 growth, SYBR Green, 72 h | Potency, µM (series often up to 28.9 µM), without a hit: at the highest dose activity, negative = inhibition, most hits filed as inhibitors | 4.3% of 120,000 active; active means well fitted inhibition curve with a large enough effect; inconclusive means small, poorly fitted or top-dose-only effect; inactive means no such curve, though single readings can be large or run the other way;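 further: plate controls were DMSO vehicle for no effect and reference drug for full effect; nearly all actives have a fitted effect of over 65% in size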
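Infected erythrocytes (Dd2, 0.3% parasitemia, 2.5% hematocrit final) are added to compound in RPMI-1640/Albumax II medium, grown 72 h at 37C in low oxygen, then lysed with saponin/Triton-X containing SYBR Green and read by fluorescence.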
Starred values were filed as active, the others as inactive; i = inactive; ? = inconclusive; [ ] = another dose, or the depositor's remark. Potency means the concentration at half of the fitted maximal effect. These rows are one share of the data; count on the stated rates, not on these rows.

SMILES	Pf Dd2 inh
COc1ccc(OCC2(C)COc3ccc(C(=O)Nc4ccn(C)n4)cc3N2)cc1 (stereo not given)	-14%[44.1 µM]
Cc1ccc(S(=O)(=O)NC[C@H]2C[C@@H]3CCN2C[C@@H]3c2cc(-c3ccccc3Br)nc(C)n2)cc1	i
CCOc1ccc(-n2c(SCC(=O)c3ccccc3)nc3c([nH]c4ccccc43)c2=O)cc1	-2%
CC(C)(C)NC(=O)N1CCC2(CC1)C(=O)N(CC(=O)NCC1CCCO1)CN2c1ccccc1 (stereo not given)	i
COc1ccc2c(c1)sc1ncc(C(=O)NCc3cccc(Cl)c3)c(=O)n12	-6%
CN1CCC([C@@H]2CN(C(=O)c3ccc4cc[nH]c4c3)C[C@H]2C(N)=O)CC1	19%
Cc1noc(-c2ccc(OC3CN(C(=O)Nc4ccccc4)C3)cc2)n1	13%[5.79 µM]
COc1ccc2nc(NC(=O)c3nc(S(=O)(=O)Cc4ccccc4F)ncc3Cl)sc2c1	-7%
COc1ccccc1CC(=O)N1CCC(Cc2nc(-c3ccccc3)no2)CC1	-28%
CS(=O)(=O)N[C@H]1C[C@H]2C(=O)Nc3cc(Cl)ccc3C(=O)N2C1	14%[44.1 µM]
CS(=O)(=O)c1oc(-c2ccc(F)cc2)nc1S(=O)(=O)c1ccc(Cl)cc1	10%
CCOc1ccc(NS(=O)(=O)c2ccc3[nH]c4c(c3c2)CCCC4)cc1	20%

Among those listed so far, these have an NH in an aromatic ring:
SMILES	Pf Dd2 inh
CCOc1ccc(-n2c(SCC(=O)c3ccccc3)nc3c([nH]c4ccccc43)c2=O)cc1	-2%
CN1CCC([C@@H]2CN(C(=O)c3ccc4cc[nH]c4c3)C[C@H]2C(N)=O)CC1	19%
CCOc1ccc(NS(=O)(=O)c2ccc3[nH]c4c(c3c2)CCCC4)cc1	20%

Shown field by field: 4 of the compounds above.
Molecule: Cc1noc(-c2ccc(OC3CN(C(=O)Nc4ccccc4)C3)cc2)n1
- Pf Dd2 inh: 13%[5.79 µM]

Molecule: COc1ccc2nc(NC(=O)c3nc(S(=O)(=O)Cc4ccccc4F)ncc3Cl)sc2c1
- Pf Dd2 inh: -7%

Molecule: COc1ccccc1CC(=O)N1CCC(Cc2nc(-c3ccccc3)no2)CC1
- Pf Dd2 inh: -28%

Molecule: CS(=O)(=O)N[C@H]1C[C@H]2C(=O)Nc3cc(Cl)ccc3C(=O)N2C1
- Pf Dd2 inh: 14%[44.1 µM]

Carrying on:
SMILES	Pf Dd2 inh
O=C(Nc1cccc(F)c1)N1CCC(O)(c2csc(CN3CCOCC3)n2)CC1	-6%[44.1 µM]
COc1ccc(NC(=O)c2ccc3c(c2)nnn3C2CCCC2)cc1Cl	-22%
CCC(Cn1nnc2ccccc2c1=O)NC(=O)Nc1cc(Cl)ccc1OC (stereo not given)	33%[activator]
Cc1nc(-c2cccc(Cl)c2)n(CC(=O)Nc2ccccc2F)c(=O)c1CCO	-5%
COC(=O)c1sccc1S(=O)(=O)N1CCN2C(=O)CN(C)C(=O)C2C1 (stereo not given)	24%
Cc1ccc(C)c(N2CCN(C(=O)CCn3ccn4nc5c(c4c3=O)CCCC5)CC2)c1	-16%
NC1CCC(n2cc(C(=O)N3CCC(Nc4ccccn4)CC3)nn2)CC1 (stereo not given)	-8%
COc1ccc2c(c1)c1c(c(=O)n(-c3ccc(C)cc3)c(=O)n1CC(=O)c1ccc(Cl)cc1)n2C	12%
CCC1=C(C(=O)OC)C(c2ccccc2)N2C(CC(=O)N3CCCC3)=CSC2=N1 (stereo not given)	-16%
Cc1cccc(Nc2ncnc3onc(-c4ccc(Cl)cc4)c23)c1C	-16%
Cc1c(Cl)cccc1-n1nc(C)c2c(C)cc(=O)n(CC(=O)NCc3ccccc3)c21	23%
CN1C(=O)CCCCC1C(=O)NCc1cccc(F)c1 (stereo not given)	-7%
Cc1ccc(S(=O)(=O)N2CCC(c3nnc(-c4cccc(C)c4)o3)CC2)cc1	?
O=C(Nc1cccc(F)c1)[C@@H]1C[C@H](c2ccc(F)cc2)N([S+](=O)([O-])C2CC2)C1	?
Cc1ccsc1CN1CCC(C2CCN(S(C)(=O)=O)CC2)C1 (stereo not given)	?
COc1ccc(C(=O)N(Cc2ccco2)Cc2ccc(C)o2)cc1	0%
O[C@@H]1C[C@@H](c2nnc3n2CCN(Cc2ccc4c(c2)CCO4)C3)N(Cc2ccccc2)C1	i
COc1ccc(-c2cc(N3CCCC(NC(=O)c4cc(F)ccc4F)C3)n[nH]2)cc1 (stereo not given)	-21%
O=C1CC(c2ccccc2)N(S(=O)(=O)c2ccccc2)CCCCCCN1 (stereo not given)	?
CC(=O)N1CCCc2cc(S(=O)(=O)NCc3ccccc3Cl)ccc21	?
CCCn1ccc2sc(C)c(C(=O)NC3CCCC3)c2c1=O	i
CC(C)(C)c1nc(C(=O)NCCc2ccc(Cl)cc2)n2ccncc12	2.2µM*
Cc1ccc(CNC(=O)CN(c2ccc(C)cc2)S(=O)(=O)c2c(C)nn(C)c2C)cc1	29%
Cc1cc(S(=O)(=O)NCC(c2ccco2)S(=O)(=O)c2ccccc2)ccc1F (stereo not given)	56%[activator]
Cc1cc(Cl)ccc1NC(=O)C1CCN(S(=O)(=O)c2ccc3[nH]c(=O)ccc3c2)CC1	24%
COC1CCOC2(CCN(C(=O)c3ccc(F)cc3)CC2)C1 (stereo not given)	29%
COC(=O)[C@@H]1Cc2ncn(Cc3ccccc3)c2CN1C(=O)COc1ccccc1	i
O=C(C1CCCC1)N1CCn2c(nn(-c3ccncc3)c2=O)C1	-7%[44.1 µM]
CNC(=O)[C@@H]1C[C@H](Oc2cccnc2)CN1C(=O)C1CCCC1	2%
COc1ccc(NC(=O)c2c(NC(=O)c3ccncc3)sc3c2CCC(C(C)(C)C)C3)cc1 (stereo not given)	58%[activator]
COc1ccc(C[C@H](NC(=O)C2=C[C@@H](NC(=O)Nc3ccc(OC(F)(F)F)cc3)[C@@H](O)[C@H](O)C2)C(N)=O)cc1	14%
COC(=O)c1cc2occc2n1Cc1cccc(C)c1	-23%
COc1cccc(CC(=O)NC2CCN(C(=O)N3CC4CC(C3)[C@H]3CCCC(=O)N3C4)CC2)c1 (stereo not given in full)	30%
CCc1ccccc1NC(=O)N1CCc2c([nH]c3ccccc23)C1c1ccc(C)cc1 (stereo not given)	-20%
COc1ccc(-c2nc(CSc3nc4ncccc4[nH]3)c(C)o2)cc1OC	-1%
COc1cccc([C@@H]2CN(C(=O)c3n[nH]c4c3CCCC4)C[C@H]2C(=O)O)c1	-24%

Some values from the results shown:
Value for Cc1c(Cl)cccc1-n1nc(C)c2c(C)cc(=O)n(CC(=O)NCc3ccccc3)c21 in Pf Dd2 inh: 23%
Value for CC(C)(C)c1nc(C(=O)NCCc2ccc(Cl)cc2)n2ccncc12 in Pf Dd2 inh: 2.2µM*
Value for COc1ccc2c(c1)sc1ncc(C(=O)NCc3cccc(Cl)c3)c(=O)n12 in Pf Dd2 inh: -6%
Value for COc1ccc(-c2nc(CSc3nc4ncccc4[nH]3)c(C)o2)cc1OC in Pf Dd2 inh: -1%
Value for CS(=O)(=O)c1oc(-c2ccc(F)cc2)nc1S(=O)(=O)c1ccc(Cl)cc1 in Pf Dd2 inh: 10%
Value for NC1CCC(n2cc(C(=O)N3CCC(Nc4ccccn4)CC3)nn2)CC1 (stereo not given) in Pf Dd2 inh: -8%

The listing continues.
SMILES	Pf Dd2 inh
O=C(Nc1ccccc1C(F)(F)F)n1ncc2cc(Cl)ccc21	-2%
Cc1cccc(CN2CCCCCCN(C)C(=O)[C@@H]3CCC[C@@H]32)c1	2.5µM*
CCOc1ccc(CN(CCc2ccc3c(c2)OCO3)Cc2cccc(Br)c2)cc1	3%
COc1ccc(NC(=O)c2cc(C)nc3c2c(C)nn3-c2cccc(Cl)c2C)c(OC)c1	i
Cc1ccc(NC(=O)Cn2nnc(C(=O)NCCc3ccccc3)c2N)cc1C	i
COc1ccc(N2C(=O)CCSC23C(=O)N(Cc2ccc(F)cc2)c2ccccc23)cc1Cl (stereo not given)	11µM*
COc1ccc(-c2cn3nc(N4CCC(C(=O)Nc5cc(Cl)ccc5OC)CC4)sc3n2)cc1	i
O=C(NCc1ccccc1)C1=NO[C@@H]2CN(Cc3cccc(F)c3)C[C@H]12	32%[activator][44.1 µM]
COc1ccc(N(CC(=O)N2CCN(c3cccc(OC)c3)CC2)S(=O)(=O)c2c(C)noc2C)cc1	i
CCOC(=O)C1CCN(C(=O)Cn2ncc3c4ccccc4n(Cc4ccc(F)cc4)c3c2=O)CC1	?
COCCN(Cc1c(C)nn(C)c1C)CC1[C@H]2CNC[C@@H]12 (stereo not given in full)	2%
O=C(Nc1ccccc1)C1CCN(S(=O)(=O)c2ccc3c(c2)CCCN3C(=O)C2CCC2)CC1	i
Cc1cc(=O)n2nc(N3CCC(C(=O)NCc4ccc(F)cc4)CC3)sc2n1	-2%
CCOc1ccc(C(=O)Nc2ccc3nc(SCc4ccccc4)sc3c2)cc1	10%
COc1ncccc1-c1ccnc(-c2nnc(C)n2Cc2ccccc2)c1	i
Cc1ccccc1N1CCN(C(=O)c2cc3cn(C4CC4)cc3s2)CC1	-8%
CN1CCCCCC(O)c2cc(C(=O)N3CCc4ccccc43)ccc21 (stereo not given)	i
O=C(c1ccccc1)N1CCN(c2cc(-c3ccc(F)cc3)[nH]n2)CC1	26%
OCC1(CN2CCCC2)CCN(Cc2ccc(Cl)cc2F)CC1	i
Cn1cc(CN2CCOC[C@H]2c2nc(C(C)(C)C)co2)c2ccccc21	?
O=C(C1CCN(S(=O)(=O)c2cccc3nonc23)CC1)N1CCN(c2ccccc2)CC1	i
COC(=O)c1c(NC(=O)COc2ccc(C)cc2Br)sc2c1CCCC2	99%[activator]
Cn1cccc1C(=O)N1CCC(N2C(=O)C3(CCCC3)C2c2ccccc2)CC1 (stereo not given)	?
CC1(C(=O)N2CC=C(c3ccccc3)CC2)CCCCC(=O)N1 (stereo not given)	i
CCOc1cccc2sc(N(Cc3cccnc3)C(=O)c3ccc(C#N)cc3)nc12	?
Cc1ccc(-c2nc(CS(=O)CC(=O)N3CCN(c4ccc(F)cc4)CC3)c(C)o2)cc1 (stereo not given)	2%
O=C(NC1(C(F)(F)F)C(=O)Nc2c1c(=O)[nH]c(=O)n2CCc1ccccc1)c1ccc(Cl)cc1Cl (stereo not given)	2%
O=C1NCc2ccccc2CC12CCN(Cc1ccc(F)c(Cl)c1)C2 (stereo not given)	?
O=C(CCc1nc2ccccc2s1)N1CCC(c2noc(-c3ccccc3)n2)C1 (stereo not given)	-7%[5.79 µM]
O=C1CCNCCCOCCN1	16%
CN1c2cc(C(=O)NC3CCCCCCC3)ccc2C(=O)N2CCCC21 (stereo not given)	i
CCN1C(=O)Cc2ccccc2C1C(=O)N(C)Cc1ccco1 (stereo not given)	-13%
COC(=O)[C@H](Cc1ccc(OC)cc1)NC(=O)[C@@H]1CN(C(=O)NC(C)C)CCN1C(=O)C1CCCCC1	-3%
CC(C)CCN1CCc2ncc(C(=O)NCCOc3ccccc3)n2CC1	7%[44.1 µM]
O=C(Cc1cccc(F)c1)N1CCC2(CC1)CN(c1ncccn1)CC2CO (stereo not given)	?
COc1ccc(Cn2ccc3nc(C)c(C(=O)Nc4ccc(F)cc4)cc3c2=O)cc1	6%
O=C1NCCCCCCN(C(=O)CC(F)(F)F)[C@H]2C[C@H](c3nc(-c4cccnc4)no3)C[C@@H]12	i
COc1ccc(C(=O)N2CCCC3(C2)NC(=O)N(Cc2cc(C)ccc2C)C3=O)cc1F (stereo not given)	?
COc1cccc(Cc2nc3ccccc3nc2SCC(=O)N2CCCc3ccccc32)c1	-14%
CCCn1nccc1C(=O)NCc1cccnc1-n1cnc2ccccc21	2%
COCCNS(=O)(=O)c1cc(-c2nn3c(C)nnc3c3ccccc23)ccc1C	-3%
CC(C)(CC(=O)O)CC(=O)N[C@H]1CO[C@H]2[C@@H]1OC[C@@H]2n1nnnc1Oc1ccc(-n2ccnc2)cc1	15%
CC1C(=O)N2CCCc3cc(S(=O)(=O)N4CCC(C(N)=O)CC4)cc1c32 (stereo not given)	78%[activator]
CCN1c2cc(C(=O)Nc3ccc(F)cc3)ccc2C(=O)N2CCCCC21 (stereo not given)	-3%
COc1ccc(NC(=O)C2(C)CCCc3cnc(NCc4ccccc4)nc32)cn1 (stereo not given)	i
COCC1CN(C(=O)c2ccc(Br)cc2)CC12CCNCC2 (stereo not given)	0%
O=C(COc1ccccc1)N1CCc2nn(Cc3ccccc3)c(=O)n2CC1	i
COCCN1C(=O)N(CC(C)C)C(=O)C12CCN(Cc1cnn(-c3ccccc3OC)c1)CC2	?
Cc1ccc(CNc2nc(-c3ccco3)nn2S(C)(=O)=O)cc1	50%[activator][5.79 µM]
CN(CC(=O)N1CCN(Cc2ccccc2)CC(O)C1)C1CCCC1 (stereo not given)	8.9µM*
CCc1nc2c(=O)n(CC(=O)NC(C)c3ccccc3)nc(C)c2s1 (stereo not given)	i
O=C(COCc1cc(-c2ccc3c(c2)OCO3)on1)NCc1ccccc1Cl	16%
CCOc1ccc(C2NC(=O)N(CCC(C)C)C3=C2C(=O)OC3)cc1 (stereo not given)	?
COc1ccc(NC(=O)c2ccc(-c3nc(CSc4ccccc4)c(C)o3)cc2)c(OC)c1	i
CC1(c2ccccc2)N(Cc2cccnc2)C(=O)OC12CCN(C(=O)Cc1cccc(F)c1)CC2 (stereo not given)	i
CC1=NS(=O)(=O)N(Cc2ccccc2)C=C1C(=O)OCC1CC1	48%[activator]
Cc1cc(C(=O)N2C[C@@H](C)[C@@](C)(O)C2)cc(S(N)(=O)=O)c1C	-5%
COCCN1CCCN(C(=O)NCCc2ccccc2)c2ccccc21	?
CC(NC(=O)c1nn(C)c2c1CSc1ccccc1-2)c1ccccc1 (stereo not given)	3%

High-throughput results: PubChem, National Center for Advancing Translational Sciences (NCATS)
